From PubChem BioAssay
TRPC6 inh: mouse TRPC6 channel inhibitors, primary screen, cell-based, HEK293, membrane potential dye; ACh-evoked depolarization; hits give low values; 310,000 compounds, 1.1% hits; AID 2553, 2010; Short transient receptor potential channel 6 (Mus musculus), Q61143; B-score at 10 µM;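 active means B-score under library mean minus 3 SD, initial fluorescence not abnormally high, positive integrated signal ratio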;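 further: B-score derived from integrated fluorescence ratio over the kinetic read; more negative B-score means stronger inhibition of depolarization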
Target sequence (Q61143 whole entry, looked up): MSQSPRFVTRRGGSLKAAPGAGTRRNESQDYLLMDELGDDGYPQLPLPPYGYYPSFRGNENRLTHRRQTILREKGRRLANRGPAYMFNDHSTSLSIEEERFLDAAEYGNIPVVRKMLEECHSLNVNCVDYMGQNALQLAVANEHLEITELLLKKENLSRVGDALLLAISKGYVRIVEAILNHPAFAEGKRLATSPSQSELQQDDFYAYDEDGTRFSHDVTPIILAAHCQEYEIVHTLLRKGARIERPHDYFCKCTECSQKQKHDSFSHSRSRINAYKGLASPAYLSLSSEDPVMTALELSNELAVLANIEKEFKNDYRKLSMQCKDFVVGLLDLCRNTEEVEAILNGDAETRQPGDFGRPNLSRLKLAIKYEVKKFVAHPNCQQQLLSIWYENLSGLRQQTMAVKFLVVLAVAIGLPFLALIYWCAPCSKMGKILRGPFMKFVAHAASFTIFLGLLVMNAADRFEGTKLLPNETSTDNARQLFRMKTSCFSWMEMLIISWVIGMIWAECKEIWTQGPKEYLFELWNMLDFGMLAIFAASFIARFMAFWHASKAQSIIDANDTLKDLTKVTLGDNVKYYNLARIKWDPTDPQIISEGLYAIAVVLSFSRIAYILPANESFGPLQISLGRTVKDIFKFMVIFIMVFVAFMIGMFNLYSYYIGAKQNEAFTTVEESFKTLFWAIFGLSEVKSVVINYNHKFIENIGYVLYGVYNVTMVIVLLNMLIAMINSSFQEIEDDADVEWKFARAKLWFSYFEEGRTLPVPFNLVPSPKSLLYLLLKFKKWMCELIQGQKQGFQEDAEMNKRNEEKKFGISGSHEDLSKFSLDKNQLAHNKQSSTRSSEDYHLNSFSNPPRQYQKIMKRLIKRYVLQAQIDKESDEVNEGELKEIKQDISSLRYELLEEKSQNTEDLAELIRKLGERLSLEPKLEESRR
MrgX1 antagonist: antagonists of human MrgX1 receptor, primary screen, HEK293 cells, Fluo-4 calcium flux | BAM8-22 antagonism; hits give low values | Mas-related G-protein coupled receptor member X1 (Homo sapiens), Q96LB2 | 310,000 compounds, 1.3% hits | B-score at 10 µM;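 active means calcium-response B-score plate-corrected more than 3 library SD below zero, starting fluorescence within 5 deviations, no agonist response on first addition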;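 further: peak minus trough fluorescence over baseline after final BAM8-22 challenge near maximal dose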
PolyA inhibitor: polyadenylation inhibitors in yeast reporter cells, primary screen, luminescence, S. cerevisiae; AID 1875, 2009; 300,000 compounds, 0.02% hits; calls only at 12 µM; S. cerevisiae SKY197-pL101 polyadenylation reporter, beta-gal luminescence; efflux-impaired pdr1/pdr3 knockout yeast; score 100 = 6 SD above DMSO;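 active means lowest replicate activity score at least 50, where 100 means six control SD above control mean; inconclusive means lowest score under 50 but half or more replicates reach 50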;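 further: yeast exposed to compound for 9 h at 30 °C; higher score means more reporter readthrough which indicates perturbed polyadenylation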
MrgX1 allo act: positive allosteric modulators of MrgX1, primary screen, HEK293 cells, Fluo-4 calcium flux. Mas-related G-protein coupled receptor member X1 (Homo sapiens), Q96LB2. FDSS; hits give high values. B-score at 10 µM. 310,000 compounds, 0.63% hits. AID 588675, 2011;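 active means plate-corrected calcium response at least 3 library SD above typical, normal starting fluorescence, not activating the receptor alone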;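 further: compound read alongside a low EC10 to EC30 dose of BAM8-22 agonist; peak minus trough fluorescence over baseline measured at the second addition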
MrgX1 agonist: agonists of human MrgX1 receptor, primary screen, HEK293 cells, Fluo-4 calcium flux; 310,000 compounds, 0.44% hits; Mas-related G-protein coupled receptor member X1 (Homo sapiens), Q96LB2; AID 588627, 2011; Fluo-4 calcium fluorescence, agonist mode; hits give high values; B-score at 10 µM;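 active means calcium response B-score plate-corrected fluorescence ratio at least 3 library SD, with starting fluorescence B-score inside 5 SD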
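times = overnight plating, then 30 min 37 °C plus 30 min room-temperature dye loading | assay system = stable human MrgX1 HEK293 cell line | input = fifteen thousand cells per well | signal = kinetic calcium dye fluorescence, Fluo-4 NW | dosing = compound delivered in addition one of three | read-out = B-scored fluorescence response ratio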
TRPC6 act: mouse TRPC6 channel activators, primary screen, cell-based, HEK293, membrane potential dye; Short transient receptor potential channel 6 (Mus musculus), Q61143; HEK293-TRPC6 membrane potential dye fluorescence; hits give high values; B-score at 10 µM; 310,000 compounds, 0.13% hits;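 active means B-score of the integrated fluorescence ratio above library mean plus 3 SD, and starting fluorescence ratio within library mean plus 5 SD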;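 further: higher score means more depolarization so channel activation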
TRPC4 agonist: activators of mouse TRPC4 channel, primary screen, Fluo4 calcium, HEK293 TRPC4beta/mu-opioid cells | 310,000 compounds, 0.49% hits | AID 2237, 2010 | Fluo4 calcium fluorescence; hits give high values | Short transient receptor potential channel 4 (Mus musculus), Q9QUQ5 | B-score at 10 µM;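 active means B-score above 5 SD of library B-scores, and initial fluorescence ratio not above library mean plus 5 SD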;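 further: positive B-score marks a calcium rise read as TRPC4 activation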
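system = HEK293 cells stably co-expressing mouse TRPC4beta and mu-opioid receptor | schedule = Fluo4 dye loading 45 min at room temperature, 110 s recording | measure = B-scored integrated calcium fluorescence ratio | signal = Fluo4 calcium-sensitive dye fluorescence, kinetic, 1 Hz baseline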
AI-2 QS mod: Vibrio harveyi AI-2 quorum sensing modulators, primary screen, JMH597 strain, luminescence/OD600 ratio. Vibrio harveyi JMH597 AI-2 luminescence/OD600 ratio, 9 h; hits give low values; strain lacks LuxN and CqsS sensors; 0 = neutral-control median. activity change, % at 7.5 µM. 300,000 compounds, 0.4% hits; in the data active means activity change below about -75%, passing the limit was not always enough; inconclusive means no clear call, values can overlap the other calls;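 further: luminescence divided by OD600 gain over 9 h not by final OD600 alone; inactives centre near 13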
TRPC4 potent: positive allosteric modulators of TRPC4, primary screen, cell-based, mouse TRPC4beta, HEK293 mu-opioid, Fluo-4 calcium; Short transient receptor potential channel 4 (Mus musculus), Q9QUQ5; B-score at 10 µM; DAMGO EC20, Fluo-4 Ca2+ flux; hits give high values; 310,000 compounds, 0.42% hits;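 active means B-score of calcium response area above 5 SD of library B-scores, with initial fluorescence ratio within 5 SD of library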;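 further: B-score of integrated fluorescence ratio over time as area under calcium response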
TRPC4 block: inhibitors of mouse TRPC4 channel, primary screen, Fluo4 calcium, HEK293 TRPC4beta/mu-opioid cells; Short transient receptor potential channel 4 (Mus musculus), Q9QUQ5; DAMGO-evoked Fluo4 calcium flux; hits give low values; 300,000 compounds, 0.39% hits; B-score at 10 µM;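 active means B-score over 3 SD under the library average, no early fluorescence shift, positive overall ratio signal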
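material = TRPC4beta/mu-opioid receptor HEK293 cell line | probe or stimulus = sequential submaximal and maximal DAMGO stimulation | compound dosing = one concentration per compound | measured by = Fluo4 Ca2+ flux fluorescence | evaluation = integrated fluorescence ratio relative to baseline, converted to per-well B score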
HIF act: HIF pathway transcriptional activators, primary screen, cell-based, U2OS HRE-luciferase, luminescence; U2OS HRE-luciferase reporter; normalized: DMSO 0%, desferrioxamine 100%; activation, % at 7.5 µM (by protocol); 300,000 compounds, 0.32% hits; AID 1910, 2009;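 active means mean activation of at least 10% of the iron chelator positive control signal, with at least half of replicates also reaching 10%; inconclusive means mean and replicate majority disagree about reaching 10%; inactive means mean and most replicates under 10%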
Starred values were filed as active, the others as inactive; i = inactive; u = inconclusive; x = no result given.

Screens in order – TRPC6 inh, MrgX1 antagonist, PolyA inhibitor, MrgX1 allo act, MrgX1 agonist, TRPC6 act, TRPC4 agonist, AI-2 QS mod, TRPC4 potent, TRPC4 block, HIF act
> O=[N+]([O-])c1ccccc1Nc1ccc(O)cc1
→ -5.5*, i, i, i, i, i, i, -2, i, -6*, -0.5
> CC(=O)c1sc(C(C)(C)C)cc1NC(=O)/C=C/C(=O)O
→ i, i, i, i, i, i, i, 19, i, i, -0.1
> COc1ccccc1/C=C/C1(C(=O)NC2CCCC2)CC(=O)N1c1ccc(F)cc1 (stereo not drawn)
→ i, i, i, i, i, i, i, -11, i, i, 1.1
> O=C(CSc1nc2scc(-c3ccco3)c2c(=O)n1-c1ccccc1)N1CCOCC1
→ i, i, i, i, i, i, i, 19, i, i, -0.1
> Cc1ccc(C)c(N(C(=O)Cn2nnc3ccccc32)C(C(=O)NCc2ccco2)c2ccncc2)c1 (stereo not drawn)
→ i, i, i, i, i, i, i, -4, i, i, -0.4
> CCC(=O)Nc1cc(C(C)C)c(O)cc1C
→ i, i, i, i, i, i, i, 33, i, i, 0.6
> Cc1ccc(Cn2cnc3c(nnn3Cc3ccc(Cl)cc3)c2=O)cc1
→ i, i, i, i, i, i, i, 15, i, i, 0.3
> Cc1cc(CSCc2ccc(Cl)cc2)no1
→ i, i, i, i, i, i, i, -9, i, i, -9.7
> Cc1c([N+](=O)[O-])c(C(=O)N2CCCC2)nn1C
→ i, i, i, i, i, i, i, 20, i, i, -0.3
> COc1ccc(C(=O)N2CCN(Cc3cn[nH]c3-c3ccc(OC)cc3F)CC2)cc1
→ i, i, i, i, i, i, i, 29, i, i, -0.1
> O=C(CCCc1ccccc1)Nc1ccnn1C1CCN(Cc2ccccc2)CC1
→ i, i, i, i, i, i, i, 29, i, i, -0.2
> O=C(NC(=S)NC1CCSC1=O)c1ccccc1F (stereo not drawn)
→ i, i, i, i, i, i, i, 8, i, i, 2.3
> CCCN(CC(=O)Nc1ccccc1OC)C(=O)Cc1ccccc1F
→ i, i, i, i, i, i, i, x, i, i, 0.4
> COc1ccc(N2CCN(C(=S)Nc3ccc(S(N)(=O)=O)cc3)CC2)cc1
→ i, i, x, i, i, i, i, 19, i, i, 0.3
> COc1ccccc1Nc1nc(N)nc(CN2CCC(C)CC2)n1
→ i, i, i, i, i, i, i, -8, i, i, 0.0
> CCOc1ccccc1NC(=O)CN(c1ccc(C)cc1)S(=O)(=O)c1c(C)n[nH]c1C
→ i, i, i, i, i, i, i, -4, i, i, 0.0
> CC(=O)Nc1cc2c(nc1C)nc(C)n2Cc1ccc(Br)cc1
→ i, i, i, i, i, i, i, -4, i, i, -0.8
> Cc1ccc2nc(-c3ccccc3C)oc(=O)c2c1
→ i, i, i, i, i, i, i, 26, i, i, -9.3
> COc1ccc(-c2nc3cnccn3c2Nc2ccc(C)cc2)cc1
→ -6.2*, i, x, i, i, i, i, 10, i, i, 0.5
> COc1cccc(OC)c1NC(=O)C1CCCN1C(=O)Nc1ccccc1F (stereo not drawn)
→ i, x, i, x, x, i, i, 24, i, i, -3.9
> COc1ccc(S(=O)(=O)N2CCN(C(=O)c3c(-c4ccccc4)noc3C)CC2)cc1
→ i, i, i, i, i, i, i, 13, i, i, 0.4
> COCc1nc2ccccc2n1Cc1cccc(C)c1
→ i, i, i, i, i, i, i, 21, i, i, 0.3
> Cc1cc2ccccn2c1C(=O)c1cccc(S(=O)(=O)N2CCOCC2)c1
→ i, i, i, i, i, i, i, -3, i, i, -0.1
> CCN(CC)S(=O)(=O)c1ccc(S(=O)(=O)N(CC(=O)Nc2ccccc2)CC2CCCO2)cc1 (stereo not drawn)
→ i, i, i, i, i, i, i, 23, i, i, -0.3
> Cc1csc(NC(=O)c2ccc(-c3ccc(Cl)cc3Cl)o2)n1
→ i, i, i, i, i, i, i, -3, i, i, 0.5
> O=C(O)c1nc(N2CCCCC2)ncc1Cl
→ i, i, i, i, i, i, i, 8, i, i, -0.4
> CCOC(=O)c1csc(N/N=C2\CCc3ccccc32)n1
→ i, i, i, i, i, i, i, 5, i, i, -0.8
> COC(=O)C(Cc1ccccc1)NS(=O)(=O)c1ccc(F)cc1Br (stereo not drawn)
→ i, i, i, i, i, i, i, 8, i, i, -0.2
> CN(CC(=O)NCc1ccc(Cl)cc1)S(=O)(=O)c1cccc2cccnc12
→ i, i, i, i, i, i, i, 11, i, i, x
> CCOC(=O)c1[nH]c2ccccc2c1CCCN1C(=O)c2ccccc2C1=O
→ -6.9*, i, i, i, i, i, i, 15, i, i, -0.5

Next section
Screens in order – TRPC6 inh, MrgX1 antagonist, PolyA inhibitor, MrgX1 allo act, MrgX1 agonist, TRPC6 act, TRPC4 agonist, AI-2 QS mod, TRPC4 potent, TRPC4 block, HIF act
> O=S(=O)(NCCC1=CCCCC1)c1cccc(Br)c1
→ i, i, i, i, i, i, i, 16, i, i, -0.4
> CCCc1cc(=O)n2[nH]c(-c3ccc(Cl)cc3)cc2n1
→ i, i, i, i, i, i, i, 20, i, i, 1.8
> CN(C)Cc1c(C(=O)N/N=C/c2ccc(OCc3c(F)cccc3Cl)cc2)nnn1-c1nonc1N
→ i, i, i, i, i, i, i, 37, i, i, 1.2
> CC(C)C[C@H](NC(=O)c1[nH]cnc1C(=O)N[C@@H](Cc1ccccc1)C(=O)OCc1ccccc1)C(=O)OCc1ccccc1
→ i, i, i, i, i, i, i, 18, i, i, -2.3
> CCn1c(SCC(=O)Nc2nc(C)c(C)s2)nnc1-c1ccco1
→ i, i, i, i, i, i, i, -3, i, i, 0.0
> CC(=O)c1ccc2noc(-c3ccccc3)c2c1
→ i, i, i, i, i, i, i, 23, i, i, 1.1
> COc1cc(/C=C/c2nc(-c3ccccc3O)n[nH]2)cc(OC)c1OC
→ i, i, i, i, i, i, i, 6, i, i, 0.9
> Cc1nc2ccc(C(C(F)(F)F)(C(F)(F)F)C(F)(F)F)cc2[nH]1
→ i, i, i, i, i, i, i, 19, i, i, -2.3
> Cc1cc(Cl)ccc1NNC(=O)c1snnc1C
→ i, i, i, i, i, i, i, 7, i, i, 0.0
> CCN(CC)CC(O)CN1c2ccccc2Sc2ccccc21 (stereo not drawn)
→ i, i, i, i, i, i, i, 22, i, i, -0.7
> COc1cc(NC(=O)c2cc3c(Cl)nc4ccccc4c3s2)cc(OC)c1OC
→ i, i, i, i, i, i, i, 0, i, i, 0.4
> C=CCn1c(=O)c2ccccc2n2c(=S)[nH]nc12
→ i, i, i, i, i, i, i, 7, i, i, 0.4
> CC(Oc1ccc(Cl)cc1Cl)c1ccnc(N)n1 (stereo not drawn)
→ i, i, i, i, i, i, i, 25, i, i, 0.0
> Cc1ccc(Cn2ccc(NC(=O)c3noc4c3CCc3ccccc3-4)n2)cc1
→ i, i, i, i, i, i, i, 6, i, i, 1.9
> CCCCCn1ccc(=N)cc1
→ x, i, i, i, i, x, x, 38, x, x, 0.8
> COC(=O)CSc1ccc2nnc(-c3ccc(F)cc3)n2n1
→ i, i, i, i, i, i, i, 13, i, i, -0.3
> Cc1cc(C)nc(NC(=S)Nc2cccc(Cl)c2Cl)c1
→ i, i, i, i, i, i, i, 1, i, i, 0.6
> Cc1ccc(C(=O)Nc2ccccc2)cc1S(=O)(=O)N1CCN(C)CC1
→ i, i, i, i, i, i, i, -23, i, i, 0.8
> O=C(NCc1ccccc1Cl)NC(=O)c1ccccc1
→ i, i, i, i, i, i, i, 12, i, i, 0.3
> Cc1ccc2c(CSc3nnnn3C)cc(=O)oc2c1
→ i, i, i, i, i, i, i, 20, i, i, -0.5
> N#C/C(=C\c1ccc(Cl)cc1)c1nc(-c2ccco2)cs1
→ i, -6.2*, i, i, i, i, i, 1, i, i, 1.4
> O=C(NC1CCN(Cc2ccccc2Cl)CC1)c1ccccc1
→ i, i, i, i, i, i, i, 10, i, i, 0.9
> Cc1ccc(NC(=O)c2ccccc2F)nc1
→ i, i, i, i, i, i, i, 32, i, i, 0.6
> O=S(=O)(CS(=O)(=O)c1ccc(Cl)cc1)c1ccc(Cl)cc1
→ i, i, i, i, i, i, i, 18, i, i, -0.4
> Nc1c(C(=O)NCCc2ccccc2)nnn1Cc1ccc(Cl)cc1
→ i, i, i, i, i, i, i, 2, i, i, 0.8
> CCCOc1ccc(NC(=O)c2c(-c3ccccc3)noc2C)cc1
→ i, i, i, i, i, i, i, 40, i, i, x
> Cc1ccc(-c2noc(CNc3ccccc3)n2)cc1
→ i, i, i, i, i, i, i, u, i, i, 1.3
> O=c1sc2ccccc2c(N2CCCCC2)c1[N+](=O)[O-]
→ i, i, i, i, i, i, i, 6, i, i, -0.1
> COc1ccc(C(=O)Nc2ccccc2C(=O)O)cc1Cl
→ i, i, i, i, i, i, i, 33, i, i, 2.8
> CCC(NC(=O)Cc1cccs1)c1ccccc1 (stereo not drawn)
→ i, i, i, i, i, i, i, 5, i, i, -0.4
> CCc1cc(=O)[nH]c(SCc2cccc3ccccc23)n1
→ i, i, i, i, i, i, i, 27, i, i, -0.3

Some of the compounds tested; the hit share may differ from the screen's.
